FLuc act counter – affects firefly luciferase, flagging false hits in luciferase stimulation screens. activation factor at 10 µM. ATPlite luciferase biochemical, luminescence, 10 min; 0 = ATP-free wells, 1 = DMSO control. P08659. AID 1027. 200,000 tested, under 10 active;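 active = luciferase activation factor, scaled between plate controls, of at least 2 with compound at 10 µM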
Target sequence (P08659 whole entry, looked up): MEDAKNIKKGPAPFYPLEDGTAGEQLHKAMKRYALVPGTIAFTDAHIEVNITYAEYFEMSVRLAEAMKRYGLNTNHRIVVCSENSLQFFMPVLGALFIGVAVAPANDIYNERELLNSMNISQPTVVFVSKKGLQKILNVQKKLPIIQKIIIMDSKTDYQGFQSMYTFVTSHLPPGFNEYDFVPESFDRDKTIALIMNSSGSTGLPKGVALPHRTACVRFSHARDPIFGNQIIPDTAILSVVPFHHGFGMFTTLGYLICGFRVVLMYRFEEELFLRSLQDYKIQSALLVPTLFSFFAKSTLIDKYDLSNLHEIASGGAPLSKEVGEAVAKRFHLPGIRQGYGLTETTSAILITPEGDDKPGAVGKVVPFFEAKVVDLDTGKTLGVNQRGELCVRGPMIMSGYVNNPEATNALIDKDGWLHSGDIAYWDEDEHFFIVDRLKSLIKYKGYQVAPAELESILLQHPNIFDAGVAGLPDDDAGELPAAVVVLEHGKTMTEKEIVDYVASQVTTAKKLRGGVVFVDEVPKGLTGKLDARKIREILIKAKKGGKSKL
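Material: Luciferase/luciferin reagent mix | Doses: Test compounds dosed from 2 mM stocks in 100% DMSO | Timing: 10 min incubation after luciferase reagent addition, room temperature | Measured by: Luminescence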
STAT3 inh – reduces IL-6 driven STAT3 reporter signal. U3A cells, IL-6 STAT3-luciferase reporter, luminescence; host cell line lacks STAT1. inhibition, % at 5.5 µM. 0.89% of 190,000 active;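 active = inhibition above the mean inhibition across all screened compounds plus 3 SD, cut at about 44% in these data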;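 note: 0% = DMSO only wells and 100% = 100 µM nifuroxazide control wells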
STAT3 activator – activators of IL-6 induced STAT3 signaling; 0.91% of 190,000 active; AID 871; U3A cells, IL-6 STAT3-luciferase reporter, luminescence; 100% = signal with IL-6 EC80 alone; activation (% of control), % at 5.6 µM;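 active = activation above the screen-wide mean of compound activation plus 3 SD, cut at about 130% in these data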;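 note: 0% = background luminescence of wells with medium and substrate only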
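Material: STAT3-luciferase reporter U3A cells. Controls: IL-6-treated wells, 100% activation. Read-out: % activation versus median of IL-6-stimulated wells. Probe or stimulus: IL-6 stimulus at 33 ng/mL final. Timing: compound 1 h, then IL-6 6 h at 37 °C. Signal: reporter luminescence signal.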
FLuc inhib CS – inhibits firefly luciferase, flagging false hits in luciferase inhibition screens; P08659; ATPLite firefly luciferase biochemical luminescence, 10 min; inhibition, % at 10 µM; 1.5% of 200,000 active; AID 1006;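 active = inhibition above about 50% when tested at 10 µM, limit read from the data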
NF-kB neuron act – compounds increasing NF-kB expression in human neuronal cells; NF-kB reporter expression; active compounds read high; fold change at 12.5 µM; 1.6% of 190,000 active; AID 1239; in the data active = fold change above about 3.3
ROMK mod – human ROMK K+ channel modulation, primary screen; Tet-inducible ROMK, thallium flux fluorescence; actives lie on both sides; 2% of 130,000 active; B-score at 10 µM;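 active = signal ratio slope over the read window, or its plate-corrected B-score, at least 3 SD from the plate mean, either direction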;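 note: B-score of the F/F0 ratio slope over 7 to 12 s after thallium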
Target sequence (P48048 whole entry, looked up): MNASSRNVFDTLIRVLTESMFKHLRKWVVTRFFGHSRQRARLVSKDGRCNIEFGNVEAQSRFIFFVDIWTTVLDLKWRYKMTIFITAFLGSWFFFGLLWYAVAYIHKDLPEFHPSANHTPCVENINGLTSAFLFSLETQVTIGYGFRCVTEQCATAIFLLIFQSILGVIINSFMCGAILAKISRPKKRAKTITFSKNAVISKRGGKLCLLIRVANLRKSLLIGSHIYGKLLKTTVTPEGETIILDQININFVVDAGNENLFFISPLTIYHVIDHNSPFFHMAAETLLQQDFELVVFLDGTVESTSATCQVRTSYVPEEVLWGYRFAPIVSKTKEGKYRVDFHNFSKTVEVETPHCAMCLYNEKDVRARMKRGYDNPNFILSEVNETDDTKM
STAT1 act – STAT1 signaling activation; NIH 3T3 STAT1-luciferase reporter, IFN-gamma, luminescence; 100% = IFN-gamma alone, no compound; activation (% of control), % at 5.5 µM; 2.6% of 200,000 active;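 active = activation above the screen-wide mean activation plus 3 SD, cut at about 130% in these data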;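 note: raw ratio to IFN-gamma control signal so 100% means no change and 0% no light; values of inactives mirror those of a sister screen read the other way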
APP 5UTR inh – APP translation inhibition; inhibition, % at 2 µM; 0.82% of 190,000 active; SH-SY5Y APP 5'UTR-luciferase reporter, luminescence; AID 1285;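 active = inhibition above a set limit, derived from the sample mean plus 3 SD, cut at about 45% in these data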; note: values of inactives mirror those of a sister screen read the other way
STAT1 blocker – STAT1 signaling inhibition; NIH 3T3 STAT1-luciferase reporter, IFN-gamma, luminescence; inhibition, % at 5.5 µM; 0.35% of 200,000 active;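 active = inhibition above a set limit, the mean inhibition across all tested compounds plus 3 SD, cut at about 34% in these data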;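 note: 0% = IFN-gamma with DMSO and 100% = IFN-gamma with 300 µM nifuroxazide; values of inactives mirror those of a sister screen read the other way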
APP 5'UTR act – APP 5'UTR luciferase reporter activation. activation, % at 2 µM. SH-SY5Y APP 5'UTR luciferase reporter, luminescence; zero percent = DMSO vehicle wells. 1% of 190,000 active;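 active = activation above a set limit, based on mean plus 3 SD of controls, cut at about 140% in these data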; note: values of inactives mirror those of a sister screen read the other way
Numbers without * were called inactive; · = not tested or not shown.

No.	SMILES	FLuc act counter	STAT3 inh	STAT3 activator	FLuc inhib CS	NF-kB neuron act	ROMK mod	STAT1 act	APP 5UTR inh	STAT1 blocker	APP 5'UTR act
1	CCNS(=O)(=O)c1ccc(NC(=O)Cn2cc([N+](=O)[O-])cn2)cc1	1	0.4	103.7	-1.4	0.92	-0.676	105.8	-0.8	-9.8	0.8
2	CCOc1ccccc1N1CCN(CC(O)COc2ccc3c(C)cc(=O)oc3c2)CC1 (configuration not stated)	1.1	0.9	104.7	-8.0	0.74	0.198	103.6	-10.3	-5.0	36.9
3	O=S(=O)(NCC(c1ccccc1)N1CCNCC1)c1ccc(Cl)cc1 (configuration not stated)	1	-1.4	103.6	-0.8	1.03	·	100.5	-1.7	-0.6	1.7
4	COc1ccccc1-c1noc(-c2ccccc2C(=O)Nc2ccccc2)n1	1	-5.7	108.9	-2.8	0.98	0.41	106.1	7.1	-6.6	-7.1
5	Cc1cc(C)nc(SCCC(=O)Nc2cccc3ccccc23)n1	1	22.5	85.6	0.8	1.14	-0.909	98.4	-1.9	1.8	1.9
6	Cc1cccc2nc(CSC(=N)N)c(Br)n12	1	5.0	98.7	0.2	0.84	-0.706	91.0	8.2	10.0	-8.2
7	O=C(N/N=C/CCc1ccccc1)c1ccccc1	1	-3.9	110.1	-0.9	1.29	0.0324	107.7	-43.0	-8.6	43.0
8	COCCNC(=O)C(c1ccc(Cl)cc1)N(C(=O)CCC(=O)Nc1ccccn1)C1CCCC1 (configuration not stated)	1.2	17.4	90.3	-15.9	1.06	·	103.7	-11.0	-3.3	11.0

(next part)
No.	SMILES	FLuc act counter	STAT3 inh	STAT3 activator	FLuc inhib CS	NF-kB neuron act	ROMK mod	STAT1 act	APP 5UTR inh	STAT1 blocker	APP 5'UTR act
9	O=C(CSc1ccccc1)NCc1cccnc1	1.1	11.0	96.8	-8.5	1.44	0.434	99.6	-2.3	0.5	2.3
10	O=C1CCC(=O)N1OCCCCOc1ccccc1	1	2.4	102.0	3.4	0.96	·	95.1	-7.4	5.3	7.4
11	COc1ccc2[nH]cc(C(=O)CN3CCC(C)CC3)c2c1	1	-20.0	119.4	1.3	1.61	·	107.2	-45.5	-7.9	45.5
12	Cc1cccc(Nc2nc3c(S(=O)(=O)c4ccccc4)nnn3c3ccccc23)c1	1.1	4.9	95.8	-9.5	0.9	0.00999	101.9	15.7	-2.2	-15.7
13	O=C(COC(=O)CNC(=O)C1CCCCC1)Nc1ccc2c(c1)OCCO2	1	0.9	107.2	-0.4	1.43	-0.134	103.6	-31.1	-6.1	31.1
14	CCn1c(SCC(=O)Nc2ccc3c(c2)OCCO3)nnc1-c1cccs1	0.7	0.7	100.7	27.9	0.93	·	94.9	-1.8	5.5	1.8
15	CCC(C(=O)OCC(=O)Nc1ccc(SC(F)F)cc1)c1ccccc1 (configuration not stated)	1	-11.8	109.7	-0.1	1.4	·	98.2	6.2	2.0	-6.2
16	COc1cc(S(=O)(=O)N2CCCC2)c(C)cc1C	1	11.9	99.8	2.0	1.21	0.282	106.6	7.3	-8.1	-7.3

Continuation.
No.	SMILES	FLuc act counter	STAT3 inh	STAT3 activator	FLuc inhib CS	NF-kB neuron act	ROMK mod	STAT1 act	APP 5UTR inh	STAT1 blocker	APP 5'UTR act
17	O=C(NCCO)c1ccc2c(c1)S(=O)(=O)c1ccccc1C2=O	1.1	3.2	100.9	-10.8	1	0.536	96.6	-7.3	3.7	7.3
18	O=C(Nc1ccc(S(=O)(=O)N2CCCC2)cc1)c1ccc2c(=O)n3c(nc2c1)CCCCC3	1	0.7	100.1	-4.7	0.43	·	95.2	2.9	5.4	-2.9
19	c1ccc(-n2cnnc2SCc2cn3ccsc3n2)cc1	1	14.9	89.3	-2.1	0.94	-0.253	88.2	-3.5	12.9	3.5
20	Cc1ccc(CC2S/C(=N/c3ccccn3)NC2=O)cc1 (configuration not stated)	1	3.9	95.5	-4.6	0.98	-0.338	100.4	18.6	-0.4	-18.6
21	COc1cc(C=O)c(Br)cc1OCC(=O)NCCc1ccccc1	1	4.5	104.5	-4.9	0.92	0.0756	109.5	3.6	-10.1	-3.6
22	OCCN1CCN(c2ncnc3c2c(-c2ccccc2)cn3-c2ccc(F)cc2)CC1	1	9.5	98.2	-4.3	0.94	-0.778	100.8	-22.4	-1.2	22.4
23	Cn1c(SCC(=O)N2CCCC2)nnc1-c1ccc(S(=O)(=O)N2CCCC2)cc1	1.1	-1.1	103.8	-8.9	0.95	·	95.5	-13.4	5.0	13.4
24	O=c1c(S(=O)(=O)c2ccc(Cl)cc2)cn(Cc2cccc(F)c2)c2ccc(F)cc12	1	-10.1	110.4	1.5	0.97	·	94.3	-12.7	6.3	12.7

Continued:
No.	SMILES	FLuc act counter	STAT3 inh	STAT3 activator	FLuc inhib CS	NF-kB neuron act	ROMK mod	STAT1 act	APP 5UTR inh	STAT1 blocker	APP 5'UTR act
25	O=C(Cn1cnc2c(nnn2Cc2ccc(Cl)cc2)c1=O)N1CCN(c2ccccc2)CC1	1	·	·	3.5	0.71	·	87.3	0.5	12.8	-0.5
26	CC(C)CC(=O)NC(NC(=S)Nc1cccc2cccnc12)C(Cl)(Cl)Cl (configuration not stated)	1.1	13.9	91.5	-8.8	0.87	·	97.1	10.4	3.2	-10.4
27	CCN(CC)S(=O)(=O)c1ccc(C(=O)NCCCn2ccnc2)cc1	1	4.3	102.9	-0.5	1.1	0.729	101.4	31.0	-1.9	-31.0
28	C=CCn1c(C)cc(C(=O)COc2ccc(S(=O)(=O)N3CCCC3)cc2[N+](=O)[O-])c1C	1	-2.1	100.9	-3.1	1.06	·	97.2	3.0	3.1	-3.0
29	Cc1cc(NC(=O)CSc2ncn(-c3ccccc3)n2)no1	1	10.1	96.6	-3.5	1.16	·	91.2	-4.9	9.6	4.9
30	O=C(CSc1ncnc2c1oc1ccccc12)NCC1CCCO1 (configuration not stated)	·	3.0	100.0	·	·	-0.0808	100.3	-23.0	-2.5	23.0
31	O=C(Cc1ccccc1)N/N=C/c1ccccc1OCc1ccc(Cl)cc1	1.1	7.9	101.9	-5.6	1.64	·	111.4	0.5	-12.6	-0.5
32	CN(C)c1ccc(/C=C2\CCCCC2=O)cc1	0.7	-6.0	100.7	34.4	4.19*	·	121.1	-159.9	-23.2	159.9*

Arranged by length of the SMILES (falling): some entries from above.
No.	SMILES	FLuc act counter	STAT3 inh	STAT3 activator	FLuc inhib CS	NF-kB neuron act	ROMK mod	STAT1 act	APP 5UTR inh	STAT1 blocker	APP 5'UTR act
31	O=C(Cc1ccccc1)N/N=C/c1ccccc1OCc1ccc(Cl)cc1	1.1	7.9	101.9	-5.6	1.64	·	111.4	0.5	-12.6	-0.5
20	Cc1ccc(CC2S/C(=N/c3ccccn3)NC2=O)cc1 (configuration not stated)	1	3.9	95.5	-4.6	0.98	-0.338	100.4	18.6	-0.4	-18.6
16	COc1cc(S(=O)(=O)N2CCCC2)c(C)cc1C	1	11.9	99.8	2.0	1.21	0.282	106.6	7.3	-8.1	-7.3

Going on with the list:
No.	SMILES	FLuc act counter	STAT3 inh	STAT3 activator	FLuc inhib CS	NF-kB neuron act	ROMK mod	STAT1 act	APP 5UTR inh	STAT1 blocker	APP 5'UTR act
33	CNC(=O)CCc1nc(-c2ccc(C(C)(C)C)cc2)no1	0.4	-1.3	103.5	58.2*	2.63	-0.517	105.9	-40.7	-6.4	40.7
34	Cc1ccc(-c2c(C)c(-c3ccc(F)cc3)nc(N)c2C#N)o1	1.1	6.5	96.7	-7.1	1.24	-0.582	90.3	0.5	10.6	-0.5
35	Cc1ccccc1NC(=O)N1CCN(C(=O)c2ccco2)CC1	1	8.4	93.1	-4.1	1.05	·	102.6	4.3	-2.6	-4.3
36	Cc1cc(=O)[nH]c(N/N=C/c2c(O)n(-c3ccccc3)c(=O)c3ccccc23)n1	1.1	0.6	101.5	-5.7	0.92	0.255	100.1	3.1	-0.1	-3.1
37	O=C(NCc1ccco1)C(=O)NCC1OCCN1S(=O)(=O)c1ccccc1 (configuration not stated)	1.1	-8.9	107.5	-9.3	1.11	0.696	96.0	6.8	4.4	-6.8
38	O=C(O)Cn1cnc2ccccc2c1=O	1.1	2.5	102.8	-7.1	1.26	0.0825	101.7	-12.8	-1.9	12.8
39	CC(=O)Nc1ccc(N/C=C/C(=O)c2ccco2)cc1	0.6	3.9	96.3	36.8	2.43	·	141.2*	-49.7	-44.7	49.7
40	Cc1ccc(-n2nc(C(=O)O)c(O)cc2=O)cc1	1	18.3	89.4	-4.0	1.15	1.6	96.7	20.6	2.6	-20.6

Continuation:
No.	SMILES	FLuc act counter	STAT3 inh	STAT3 activator	FLuc inhib CS	NF-kB neuron act	ROMK mod	STAT1 act	APP 5UTR inh	STAT1 blocker	APP 5'UTR act
41	Cc1cccc2nc(CSc3nncn3-c3ccccc3)cn12	1.1	-1.7	104.0	-5.7	1.02	-0.0022	84.1	-1.9	17.4	1.9
42	N#CCN1C(=S)N=C(Nc2cccc(Cl)c2)C12CCCCC2	1	-15.7	118.1	-2.0	1.38	·	103.6	9.9	-4.0	-9.9
43	COc1ccc2c(=O)c(N3C(=O)c4ccccc4C3=O)c(C)oc2c1	1	4.6	100.4	-4.5	1.06	0.216	98.6	-5.6	1.6	5.6
44	Cc1cccc(S(=O)(=O)NCCc2cn3ccccc3n2)c1	1.1	0.1	105.1	-5.0	1.04	0.301	104.8	-3.4	-5.3	3.4
45	CCCC(=O)NCCc1cc2cc(C)c(C)cc2[nH]c1=O	1	10.3	93.9	-4.9	1.2	·	92.5	6.4	8.1	-6.4
46	c1cc(-n2cnnn2)ccc1NC1=NCCC1	1.1	5.7	97.3	-8.0	0.99	-0.967	102.7	8.9	-3.0	-8.9
47	Nc1nc(C2C(=O)CCCC2=O)cs1	1.1	-2.7	105.9	-9.4	1.22	·	98.8	-12.4	1.3	12.4
48	COc1ccc(S(=O)(=O)Nc2ccc(S(=O)(=O)Nc3nc(C)cc(C)n3)cc2)cc1OC	1.1	0.4	100.8	-7.0	1.62	0.634	98.1	7.9	4.3	-7.9

The list goes on:
No.	SMILES	FLuc act counter	STAT3 inh	STAT3 activator	FLuc inhib CS	NF-kB neuron act	ROMK mod	STAT1 act	APP 5UTR inh	STAT1 blocker	APP 5'UTR act
49	CCC(C(=O)NC1CCCC1)N(C(=O)Cn1nnc(-c2ccc(C)cc2)n1)C1CCCC1 (configuration not stated)	·	9.4	95.2	·	0.99	·	96.4	-3.4	4.6	3.4
50	COc1cc(NC(=O)c2cccnc2SC)cc(OC)c1	1	3.2	104.1	-4.0	1.17	-1.4	98.9	-2.0	-0.2	2.0
51	CCCCOc1ccccc1C(=O)NCCCCCC(=O)O	1	4.4	101.7	-0.7	0.94	1.05	101.3	-7.5	-0.8	7.5
52	O=C(Nc1cccc2nsnc12)c1cccnc1	1	26.5	79.0	-1.9	1.02	1.46	102.6	-21.3	-2.9	21.3
53	Fc1ccc(COc2ccccc2C(=S)N2CCCC2)cc1	1	15.5	90.2	-3.9	1.19	1.66	96.4	5.0	4.1	-5.0

Screens (PubChem BioAssay)
